# INS-1E GSIS act = GLuc luminescence reporter in INS-1E cells, primary screen for activators of glucose-dependent secretion of insulin; INS-1E GLuc reporter insulin secretion, 2-3 h; activation, % at 16.6 µM; 370,000 tested, 0.61% active; AID 743287, 2014;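 active = lowest replicate activation of at least 40%, so every replicate reaches that level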;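 also: 0% = median of neutral control wells and 100% = median of IBMX positive control wells; some compounds called inactive have numbers as strong as hits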
# F508del corr = F508del CFTR correction, initial screen, CFBE line, single point. CFBE cells, YFP halide quenching; stimulated with forskolin plus potentiator P3; % fluorescence drop versus neutral controls. activity (quench increase), % at 7.58 µM. 350,000 tested, 0.36% active. AID 720511, 2013;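 active = mean added fluorescence quench of at least 8% versus neutral control, with both replicates also reaching 8%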;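 also: cells transiently co-express mutant CFTR-F508del with the halide-sensitive YFP; corrector assay measuring rescue of mutant channel to the surface after 24 h compound exposure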
# RAD54 inh = inhibitors of human RAD54 branch migration, primary screen, biochemical, fluorescence, single point. DNA repair and recombination protein RAD54-like (Homo sapiens), Q92698. 360,000 tested, 0.14% active. inhibition, % at 10.4 µM. RAD54 Holliday junction branch migration, FAM/BHQ fluorescence;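 active = mean normalized replicate activity at least 40 and at least half of replicates scoring 40 or more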;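 also: 0% = median of neutral control wells and 100% = median of positive control wells; inhibitors cause a drop in the FAM fluorescence signal; in these data hits start at about 50%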
# ERAP1 HTS inh = human ERAP1 aminopeptidase inhibitors, primary screen, biochemical, single point, plate reader; recombinant ERAP1, Leu-AMC fluorescence, 60 min; inhibition, % at 10.7 µM; 340,000 tested, 0.15% active;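 active = mean replicate inhibition of at least 30%, or all replicates individually reaching that 30% level; inactive = mean below 30% and not every replicate reaching it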;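 also: 0% = neutral control wells and 100% = L-leucinethiol positive control wells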
# ARNT-TACC3 inh = disruptors of ARNT/TACC3 protein interaction, primary screen, biochemical, AlphaScreen, single concentration; Transforming acidic coiled-coil-containing protein 3 (Homo sapiens), Q9Y6A5; AlphaScreen His-ARNT PAS-B/GST-TACC3 binding, luminescence; TACC3 fragment carries E629A point mutation; inhibition, % at 9.99 µM; 390,000 tested, 0.66% active; AID 623870, 2012;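 active = mean inhibition of replicates at least 50% and at least half of replicates each reaching 50%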;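 also: 0% = complete ARNT plus TACC3 wells and 100% = ARNT alone without TACC3; many hits fall short of the cut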
# RAD52 inh = RAD52 DNA annealing inhibitors, primary screen, biochemical, FRET, single point, set 2; inhibition, % at 18.7 µM; AID 651710, 2012; 360,000 tested, 0.46% active; DNA repair protein RAD52 homolog (Homo sapiens), P43351; recombinant RAD52 DNA annealing, FRET fluorescence;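 active = every replicate showing at least 50% inhibition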
# Target sequence (P43351 whole entry, looked up): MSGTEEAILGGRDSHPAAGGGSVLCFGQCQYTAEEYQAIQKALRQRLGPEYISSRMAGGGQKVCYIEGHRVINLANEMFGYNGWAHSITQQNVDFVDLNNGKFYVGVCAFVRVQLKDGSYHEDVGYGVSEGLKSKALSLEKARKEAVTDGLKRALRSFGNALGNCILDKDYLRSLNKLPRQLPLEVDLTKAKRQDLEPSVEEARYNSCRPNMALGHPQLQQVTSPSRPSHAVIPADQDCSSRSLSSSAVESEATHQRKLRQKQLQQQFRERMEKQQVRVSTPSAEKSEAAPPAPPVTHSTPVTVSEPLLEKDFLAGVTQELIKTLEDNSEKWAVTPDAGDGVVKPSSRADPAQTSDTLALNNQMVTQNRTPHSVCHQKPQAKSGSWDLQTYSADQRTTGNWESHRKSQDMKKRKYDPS
# esBAF inh = Bmi1 luciferase reporter increase in mESCs, primary screen, esBAF inhibitor project, mouse ES cells, Bmi1 luciferase knock-in, single point; AID 602393, 2012; 24 h; 100% = twice the neutral-well signal; 350,000 tested, 2% active; reporter increase, % at 12.5 µM; in the data active = activation above about 40%;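 also: 0% = median of the plate's neutral control wells and 100% = double that signal; a rise in the Bmi1 reporter signal indicates esBAF inhibition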
# Xi reactivation = activators of inactive X chromosome reactivation, primary screen, imaging, XiGFP fibroblasts, GFP high-content imaging, set 2; XiGFP mouse fibroblasts, % GFP-positive cells imaging, 3 d; cells co-treated with 5-aza-dC sensitizer; scaled so ellipticine positive control = 100%; activation, % at 7.58 µM; 360,000 tested, 0.055% active;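 active = mean normalized replicate activation at least 10% and every replicate at or above 10%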;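 also: 0% = median of on-plate neutral control wells and 100% = ellipticine 6 µM median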
#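 System: 68-5-11 XiGFP fibroblast line; Timing: 3 days compound exposure; Compound dosing: one concentration, pinned; Benchmarks: positive control ellipticine, 6 µM final; Buffer or medium: DMEM containing 5-aza-dC.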
# * marks the source's active call; other numbers are inactive results; . = not tested or not shown; & = joins results of further samples.
SMILES	INS-1E GSIS act	F508del corr	RAD54 inh	ERAP1 HTS inh	ARNT-TACC3 inh	RAD52 inh	esBAF inh	Xi reactivation
COc1cccc(CNC(=O)C[C@H]2CC[C@@H](NC(=O)C3CC3)[C@@H](CO)O2)c1	11	2.5	3	2	-7	-8	-2	-0.8
N#Cc1ccc(-c2ccc([C@H]3[C@@H](CO)N4CCCCN(S(=O)(=O)c5ccccc5)C[C@H]34)cc2)cc1	-33	0.1	-2	2	-7	-72	.	0.3
Cc1noc(C)c1NC(=O)Nc1ccc2c(c1)CC(=O)N([C@H](C)CO)C[C@H](C)[C@@H](CN(C)C)O2	3	-0.9	8	1	13	14	2	-1.4
COc1ccc(NC(=O)N2C[C@@H](O)COC[C@H]3O[C@H](CC(=O)N4CCOCC4)CC[C@@H]32)cc1	8	0.8	4	0	14	-5	-3	0.2
CSCCC1NC2(C(=O)Nc3c(Cl)cccc32)[C@@H]2C(=O)N(C3CCCC3)C(=O)[C@H]12 (some centres not stated)	-16	.	-8	4	-2	-9	-6	.
O=C(Nc1ccccc1N1CCN(c2ccccc2)CC1)C12CC3CC(CC(C3)C1)C2	-5	.	-7	.	-3	.	-4	.
OCC[C@H]1C[C@H](O)[C@@H](O)[C@]2(Cc3ccccc3CO2)O1	10	1.0	-4	-3	-18	0	-12	0.1
O=C(Cn1cccc1C(=O)c1ccccc1)NCCCN1CCc2ccccc2C1	9	3.8	.	-2	5	-5	.	-0.1
C[C@@H]1CN([C@H](C)CO)C(=O)c2cc(NS(=O)(=O)c3cn(C)cn3)ccc2O[C@@H]1CN(C)Cc1ccc(Oc2ccccc2)cc1	1	0.3	-4	1	-1	22	5	-0.1
O=C(C[C@@H]1CC[C@H]2[C@@H](COC[C@H](O)CN2Cc2nccs2)O1)NCc1ccc(Cl)cc1	3	-3.1	-2	0	15	3	-6	0.0
CCCc1n[nH]c(=O)[nH]1	-3	.	-3	.	2	.	-7	.
COc1cccc(C(NC(C)=O)c2nc(-c3cccc(F)c3)cs2)c1 (configuration not stated)	-32	-2.9	-1	0	.	-11	14	0.1
Cc1c(Cl)cccc1NC(=O)CSc1nncn1-c1ccccn1	-19	2.0	10	0	-4	-13	-5	0.0
CCOC(=O)c1cn[nH]c1NC(=S)Nc1ccc(Cl)cc1	-8	-2.1	-5	6	.	-15	-7	0.0
O=C(Nc1ccc2c(c1)OCO2)C1Cc2c(-c3ccncc3)ccnc2O1 (configuration not stated)	12	-0.3	-6	1	.	-2	-2	0.3
Cc1ccccc1S(=O)(=O)N[C@H]1CC[C@H](CCn2cc(Cc3ccccc3)nn2)O[C@@H]1CO	9	2.3	0	3	2	-4	20	-0.4
Cc1ccc(C(=O)Nc2ccsc2C(=O)O)cc1	12	-1.2	.	0	4	-9	.	0.0
CC(C)(C)NC(=S)N1CCC(C(=O)c2ccc(Cl)cc2)CC1	.	.	11	0	-7	-8	-6	-0.2
O=C(NC[C@H]1N[C@@H](CO)[C@H]1c1ccc(-c2ccccc2F)cc1)c1ccccn1	0	-1.4	2	4	-2	-19	-3	0.3
CCNC(=O)c1cc2c(c(-c3cccc(-c4ccncc4)c3)n1)[C@H](CCO)N(S(=O)(=O)CC)C2	10	3.4	.	1	.	-18	.	0.6
Cc1ccc(S(=O)(=O)N(C)C[C@H]2OCCCC[C@@H](C)Oc3ccc(NC(=O)CCC(F)(F)F)cc3C(=O)N([C@H](C)CO)C[C@H]2C)cc1	-18	-3.2	2	-1	0	34	-5	0.5
CN(C(=O)CSc1nnc(-c2cccs2)o1)C1CCS(=O)(=O)C1 (configuration not stated)	-11	0.7	-11	2	-4	0	-4	-0.1
O=C(COc1ccccc1)NNC(=O)c1cccs1	17	-3.4	3	0	5	-15	7	0.1
CCOC(=O)C1C(c2cccc([N+](=O)[O-])c2)C2C(=O)NN=C2CC1(C)O (configuration not stated)	0	-0.2	.	4	-5	-11	.	0.5

# As a working copy, part of the list above.
SMILES	INS-1E GSIS act	F508del corr	RAD54 inh	ERAP1 HTS inh	ARNT-TACC3 inh	RAD52 inh	esBAF inh	Xi reactivation
COc1cccc(CNC(=O)C[C@H]2CC[C@@H](NC(=O)C3CC3)[C@@H](CO)O2)c1	11	2.5	3	2	-7	-8	-2	-0.8
N#Cc1ccc(-c2ccc([C@H]3[C@@H](CO)N4CCCCN(S(=O)(=O)c5ccccc5)C[C@H]34)cc2)cc1	-33	0.1	-2	2	-7	-72	.	0.3

# The list goes on:
SMILES	INS-1E GSIS act	F508del corr	RAD54 inh	ERAP1 HTS inh	ARNT-TACC3 inh	RAD52 inh	esBAF inh	Xi reactivation
C[C@@H]1CN([C@@H](C)CO)C(=O)c2cc(NC(=O)C3CCCCC3)ccc2O[C@@H](C)CCCCO[C@@H]1CN(C)Cc1ccc(C(F)(F)F)cc1	2	-1.6	1	.	-1	.	4	0.1
O=C(Nc1ccc(CN2CCOCC2)cc1)c1ccc(Cl)cc1	7	-1.0	6	-1	-21	-16	44*	0.0
CCc1c2ccccc2nn1-c1ccccc1C(=O)C(C)=O	3	-0.5	-13	2	9	4	5	-0.1
CC(=O)N1[C@@H]2Cn3c(ccc(-c4ccncc4)c3=O)[C@H]1[C@@H](C(=O)NC1Cc3ccccc3C1)[C@@H]2CO	21	1.7	-7	0	2	-4	-5	0.5
Cc1ccc(C2(c3ccc(C)cc3)CC2C(=O)NC(C)C)cc1 (configuration not stated)	-11	4.7	-5	1	-12	-13	-2	0.0
COc1cc(CCC(C)=O)ccc1OC(=O)c1c(F)cccc1Cl	.	-3.1	-6	.	-7	-7	38	0.0
Cc1c(-n2c(SCC(=O)NC(C)C(C)C)nc3ccccc3c2=O)c(=O)n(-c2ccccc2)n1C (configuration not stated)	-5	-1.2	.	-1	8	2	.	0.3
CCCNC(=O)C[C@@H]1C[C@H]2c3cc(NS(=O)(=O)c4ccc(F)cc4)ccc3O[C@H]2[C@@H](CO)O1	6	-1.7	-5	0	-2	-10	0	0.0
C[C@H]1CCCCO[C@@H](CN(C)Cc2ccc(C(=O)O)cc2)[C@@H](C)CN([C@@H](C)CO)C(=O)c2cc(NC(=O)Cc3ccccc3)ccc2O1	0	1.3	3	-1	-18	21	-1	-0.1
COc1cccc(S(=O)(=O)N[C@H]2CC[C@@H](CC(=O)NCc3ccc(F)cc3)O[C@@H]2CO)c1	27	-1.2	3	-1	-1	-15	1	-0.7
O=C1CCCN1CCC1CCCCN1Cc1nc(COc2ccccc2)no1 (configuration not stated)	0	-2.0	-9	-5	-1	-17	3	-0.1
c1cc2nnnn2nc1N1CCCCC1	11	-2.3	-2	8	-2	-13	-1	.
CCn1c(CSc2nc3ccccc3s2)n[nH]c1=S	-18	.	-5	.	0	.	15	.
COc1cccc(C#Cc2ccc3c(c2)O[C@@H](CN(C)C(C)=O)[C@@H](C)CN([C@@H](C)CO)S3(=O)=O)c1	-12	3.5	-6	1	-4	4	-1	-0.2
CN1CCN(C(=O)C[C@@H]2C[C@@H]3c4cc(NC(=O)C5CCC5)ccc4O[C@@H]3[C@@H](CO)O2)CC1	2	1.4	3	0	-2	-4	5	0.0
O=C(NCc1ccccc1CN1CCCCC1)c1ccc(Cl)cc1N1CCCC1=O	5	1.8	3	13	.	-5	-8	0.0

# Full records from above. Screens in order: INS-1E GSIS act, F508del corr, RAD54 inh, ERAP1 HTS inh, ARNT-TACC3 inh, RAD52 inh, esBAF inh, Xi reactivation
# Profile of `c1cc2nnnn2nc1N1CCCCC1` = 11, -2.3, -2, 8, -2, -13, -1, .
# Profile of `COc1cccc(C#Cc2ccc3c(c2)O[C@@H](CN(C)C(C)=O)[C@@H](C)CN([C@@H](C)CO)S3(=O)=O)c1` = -12, 3.5, -6, 1, -4, 4, -1, -0.2
# Profile of `CN1CCN(C(=O)C[C@@H]2C[C@@H]3c4cc(NC(=O)C5CCC5)ccc4O[C@@H]3[C@@H](CO)O2)CC1` = 2, 1.4, 3, 0, -2, -4, 5, 0.0
# Profile of `C[C@H]1CCCCO[C@@H](CN(C)Cc2ccc(C(=O)O)cc2)[C@@H](C)CN([C@@H](C)CO)C(=O)c2cc(NC(=O)Cc3ccccc3)ccc2O1` = 0, 1.3, 3, -1, -18, 21, -1, -0.1
# Profile of `O=C1CCCN1CCC1CCCCN1Cc1nc(COc2ccccc2)no1` (configuration not stated) = 0, -2.0, -9, -5, -1, -17, 3, -0.1

# The list goes on:
SMILES	INS-1E GSIS act	F508del corr	RAD54 inh	ERAP1 HTS inh	ARNT-TACC3 inh	RAD52 inh	esBAF inh	Xi reactivation
CC1CCc2c(sc(NC(=O)c3ccco3)c2C(=O)O)C1 (configuration not stated)	-2	0.1	-2	1	1	3	3	-0.1
CCCCn1c(N)c(N(Cc2ccccc2OC)C(=O)COc2ccc(F)cc2Cl)c(=O)[nH]c1=O	-1	4.2	7	0	-7	-9	-1	0.0
Cc1ccc(C)c(NC(=O)c2nc(-c3ccccc3)n(-c3ccccc3)n2)c1	-12	.	-3	.	3	.	2	.
CC(C)CC#Cc1ccc2c(c1)O[C@@H](CN(C)C(=O)Cc1ccncc1)[C@@H](C)CN([C@H](C)CO)S2(=O)=O	-29	-0.3	-14	5	-1	-2	7	-1.0
Cc1ccc(Cc2c(C3CCCCC3)nc3cc(C)c(Br)c(C)n23)cc1	5	-2.1	2	-1	.	-6	5	0.0
Cc1noc(C)c1COc1ccc(C(=O)NCCc2ccc(S(N)(=O)=O)cc2)cc1	14	-0.9	12	-1	-5	-3	-5	0.0
C[C@H](NC(=O)c1ncn2c1C(=O)N[C@@H](C)C2)c1ccccc1	13	0.9	0	0	.	-17	-7	-0.1
CCOC(=O)c1cc(CO)cc(C(=O)OCC)c1	25	-1.3	.	2	18	-4	.	0.1
C[C@@H]1CN([C@@H](C)CO)C(=O)c2cc(NS(=O)(=O)c3ccc(Cl)cc3)ccc2O[C@H]1CN(C)Cc1ccncc1	1&-18	5.1&-0.5	8&12	-2&-1	-7&6	10&-6	-2&6	-0.1&0.2
COc1ccc(CNC(=O)c2ccc(N3CCC4(CC3)CC(c3ccc(Cl)cc3)=NO4)c(NC(=O)c3ccccc3)c2)cc1	.	1.4	-4	-2	-4	-11	10	0.0
Fc1cccc(Cl)c1/C=N/n1c(-c2cccnc2)n[nH]c1=S	1	-5.4	.	0	0	-11	.	0.0
C[C@@H]1CN([C@H](C)CO)C(=O)Cc2cc(NC(=O)c3ccncc3)ccc2O[C@H]1CN(C)C(=O)Nc1ccccc1	.	-2.9	11	10	7	-111	-2	.
Brc1ccc(CSc2nnc(Cc3c[nH]c4ccccc34)o2)cc1	-24	.	-5	.	4	.	-6	.
COc1cccc2c1OC[C@@H](CO)[C@H]2N(C)C(=O)Nc1ccc(Cl)cc1	-38	.	-2	.	2	.	6	.
C[C@H]1CCCCO[C@H](CN(C)Cc2ccccc2)[C@@H](C)CN([C@@H](C)CO)C(=O)c2cc(NC(=O)Cc3ccccc3)ccc2O1	-14	1.4	-3	0	3	3	-2	0.1
COC(=O)C1=C(C)N(C)C(=NCc2ccccc2)NC1c1ccccc1C(F)(F)F (configuration not stated)	21	1.3	.	-4	.	-8	.	0.0
COCc1c(C(=O)OCC(=O)NCCc2ccc(S(N)(=O)=O)cc2)oc2ccccc12	21	6.0	-11	2	-4	-6	-8	0.1
